CHRM5 PAM – human M5 muscarinic receptor positive allosteric modulators, primary screen, CHO-K1 cells, Fluo-8 calcium fluorescence. CHO-K1 hM5, ACh EC20 PAM; 0% = ACh EC20, 100% = ACh EC100. 360,000 compounds, 0.3% hits. AID 624038, 2012. activation, % at 3 µM. Muscarinic acetylcholine receptor M5 (Homo sapiens), P08912;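 active means activation above the run cutoff, the mean activation of all test compounds plus 3 SD, cut at about 18% in these data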
Target sequence (P08912 whole entry, looked up): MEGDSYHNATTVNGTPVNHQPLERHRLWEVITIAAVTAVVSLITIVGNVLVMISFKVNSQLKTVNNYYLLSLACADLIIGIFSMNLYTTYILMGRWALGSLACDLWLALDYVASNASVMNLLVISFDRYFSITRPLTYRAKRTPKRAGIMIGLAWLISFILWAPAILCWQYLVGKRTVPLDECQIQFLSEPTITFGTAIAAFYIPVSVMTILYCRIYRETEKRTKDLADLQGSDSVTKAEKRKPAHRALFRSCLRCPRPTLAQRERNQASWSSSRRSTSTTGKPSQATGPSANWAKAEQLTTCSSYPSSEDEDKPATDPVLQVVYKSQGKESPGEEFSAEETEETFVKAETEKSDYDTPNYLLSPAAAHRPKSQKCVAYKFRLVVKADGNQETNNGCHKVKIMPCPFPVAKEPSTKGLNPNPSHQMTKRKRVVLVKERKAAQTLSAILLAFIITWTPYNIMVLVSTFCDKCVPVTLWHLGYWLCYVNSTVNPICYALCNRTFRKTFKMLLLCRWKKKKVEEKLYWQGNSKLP
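Replicates: One well per compound, no replicates | System: Human M5 receptor in CHO-K1 cells | Benchmarks: Low control EC20 acetylcholine (0%), high control EC100 acetylcholine (100%) | Probe or stimulus: Acetylcholine, EC20 level | Times: Fluo-8 loading 80 min at 37 °C plus 30 min room temperature | Signal: Intracellular calcium via Fluo-8 fluorescence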
CRFBP-R2 agonist – agonists of CRF-BP/CRF-R2 complex, primary screen, cell-based, HEK293, calcium dye fluorescence, uHTS. CRF-binding protein / CRF receptor 2 complex (human). calcium dye fluorescence (FLIPR); percent of saturating CRF peptide response. activation, % at 13.2 µM. 350,000 compounds, 0.46% hits. AID 588473, 2011;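 active means activation of at least 50%, plus an integration ratio under a set limit after plate pattern correction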;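 further: plate controls were neutral control wells without compound for no effect and CRF at EC100 for full effect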
M5 antag – human M5 muscarinic receptor antagonists, primary screen, CHO cells, Fluo-8 calcium fluorescence; 360,000 compounds, 0.59% hits; inhibition, % at 3 µM; Muscarinic acetylcholine receptor M5 (Homo sapiens), P08912; AID 624040, 2012; CHO-hM5 cells, ACh EC80;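 active means inhibition above a per-plate cutoff, the mean of that plate's test compounds plus 3 SD, cut at about 27% in these data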;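 further: 0% = acetylcholine EC80 with DMSO and 100% = DMSO without agonist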
M4 antag – human M4 muscarinic receptor antagonists, primary screen, CHO cells, Fluo-8 calcium fluorescence. Muscarinic acetylcholine receptor M4 (Homo sapiens), P08173. 360,000 compounds, 0.73% hits. AID 624125, 2012. CHO-hM4 cells, ACh EC80. inhibition, % at 3 µM;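 active means inhibition above its plate's cutoff, the mean inhibition of sample wells plus 3 SD, cut at about 27% in these data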;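 further: 0% = acetylcholine EC80 with DMSO and 100% = DMSO without agonist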
Target sequence (P08173 whole entry, looked up): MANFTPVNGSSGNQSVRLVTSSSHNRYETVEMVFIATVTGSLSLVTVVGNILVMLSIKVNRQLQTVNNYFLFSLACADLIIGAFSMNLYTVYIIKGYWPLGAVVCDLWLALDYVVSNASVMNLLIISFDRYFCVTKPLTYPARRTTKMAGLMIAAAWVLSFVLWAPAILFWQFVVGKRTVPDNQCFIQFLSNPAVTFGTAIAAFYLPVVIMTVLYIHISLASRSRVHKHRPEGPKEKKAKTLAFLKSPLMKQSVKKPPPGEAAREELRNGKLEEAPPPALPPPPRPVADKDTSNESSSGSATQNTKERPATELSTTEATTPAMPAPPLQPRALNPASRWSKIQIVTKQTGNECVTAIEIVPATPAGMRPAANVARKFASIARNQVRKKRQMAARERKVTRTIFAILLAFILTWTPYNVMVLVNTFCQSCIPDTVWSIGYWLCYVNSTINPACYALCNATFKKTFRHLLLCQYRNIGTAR
M4 PAM – human M4 muscarinic receptor positive allosteric modulators, primary screen, CHO-K1 cells, Fluo-8 calcium fluorescence | Muscarinic acetylcholine receptor M4 (Homo sapiens), P08173 | CHO-K1 hM4/Gqi5, ACh EC20; 0% = ACh EC20, 100% = maximal ACh | activation, % at 3 µM | 360,000 compounds, 0.4% hits | AID 624126, 2012;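 active means activation above its plate's cutoff, the mean activation of sample wells plus 3 SD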; further: some results filed as inactive read as strong as hits
CHRM4 agonist – human M4 muscarinic receptor agonists, primary screen, CHO-K1 cells, Fluo-8 calcium fluorescence | Muscarinic acetylcholine receptor M4 (Homo sapiens), P08173 | CHO-K1 hM4/Gqi5; vehicle 0%, full acetylcholine response 100% | activation, % at 3 µM | 360,000 compounds, 0.14% hits | AID 624127, 2012;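 active means activation above the run mean over all test wells plus 3 SD, cut at about 32% in these data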;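 further: peak over basal fluorescence ratio per well then scaled between controls; 0% = DMSO wells and 100% = acetylcholine at EC100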
CHRM1 antagonist – human M1 muscarinic receptor antagonists, primary screen, CHO-K1 cells, Fluo-8 calcium fluorescence, 1536-well | CHO-K1 hM1, ACh EC80 antagonist | inhibition, % at 3 µM | Muscarinic acetylcholine receptor M1 (Homo sapiens), P11229 | 360,000 compounds, 1.3% hits;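 active means percent inhibition above its own plate's cutoff, namely the mean of that plate's compound wells plus 3 SD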;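 further: peak over basal fluorescence ratio during 140 s after agonist addition; 0% = ACh EC80 plus DMSO and 100% = DMSO alone without agonist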
CHRM1 PAM – human M1 muscarinic receptor positive allosteric modulators, primary screen, CHO-K1 cells, Fluo-8 calcium fluorescence, 1536-well. Muscarinic acetylcholine receptor M1 (Homo sapiens), P11229. CHO-K1 hM1, ACh EC20; 0% = ACh EC20, 100% = maximal ACh. activation, % at 3 µM. AID 588819, 2011. 360,000 compounds, 0.088% hits; in the data active means activation above about 19%, passing the limit was not always enough
CHRM5 agonist – human M5 muscarinic receptor agonists, primary screen, CHO-K1 cells, Fluo-8 calcium fluorescence. Muscarinic acetylcholine receptor M5 (Homo sapiens), P08912. CHO-K1 hM5 cells; 0% DMSO wells, 100% maximal acetylcholine response. activation, % at 3 µM. 360,000 compounds, 0.19% hits;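 active means activation above the run's mean over test compounds plus 3 SD, cut at about 23% in these data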;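 further: signal is peak over basal fluorescence ratio across the kinetic read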
* marks the source's active call; other numbers are inactive results; · = no result given.

The opening eight compounds, to show the layout:
CHRM5 PAM,CRFBP-R2 agonist,M5 antag,M4 antag,M4 PAM,CHRM4 agonist,CHRM1 antagonist,CHRM1 PAM,CHRM5 agonist,smiles
9,0.1,0,0,-2,0,-13,6,-4,COc1ccc(/C=N/n2c(=O)[nH]c3c([nH]c4ccc(F)cc43)c2=O)cc1CN1CCCCC1
-8,-2.8,2,-5,4,5,-1,-10,-5,CCCOc1ccc(-c2nc(C#N)c(NCC3CCCO3)o2)cc1 (centres undefined)
0,-1.4,2,5,-2,1,-11,3,-1,COc1ccc(OCC(=O)Nc2cc(-c3nn4c(C)nnc4s3)ccc2C)cc1
-11,-0.5,7,-3,-9,10,3,-4,0,O=C(N/N=C/c1cccs1)c1cccc(NC(=O)c2ccccc2Cl)c1
7,2.2,-6,8,4,0,-7,9,-1,COC(=O)CCC(=O)NC(=S)Nc1sc(C)c(C)c1C(N)=O
9,-1.1,-6,13,-29,0,10,-6,-8,CN(Cc1nc(-c2cnccn2)no1)CC1CCN(Cc2ccccc2)CC1
-6,-0.4,10,0,17,0,3,1,0,CCC1(C)CC(C(N)=S)CCO1 (centres undefined)
2,-0.5,-2,-6,0,1,-10,8,2,O=C(CCC(=O)OCC(F)(F)C(F)F)Nc1ccccc1F

The listing, from the start:
CHRM5 PAM,CRFBP-R2 agonist,M5 antag,M4 antag,M4 PAM,CHRM4 agonist,CHRM1 antagonist,CHRM1 PAM,CHRM5 agonist,smiles
9,0.1,0,0,-2,0,-13,6,-4,COc1ccc(/C=N/n2c(=O)[nH]c3c([nH]c4ccc(F)cc43)c2=O)cc1CN1CCCCC1
-8,-2.8,2,-5,4,5,-1,-10,-5,CCCOc1ccc(-c2nc(C#N)c(NCC3CCCO3)o2)cc1 (centres undefined)
0,-1.4,2,5,-2,1,-11,3,-1,COc1ccc(OCC(=O)Nc2cc(-c3nn4c(C)nnc4s3)ccc2C)cc1
-11,-0.5,7,-3,-9,10,3,-4,0,O=C(N/N=C/c1cccs1)c1cccc(NC(=O)c2ccccc2Cl)c1
7,2.2,-6,8,4,0,-7,9,-1,COC(=O)CCC(=O)NC(=S)Nc1sc(C)c(C)c1C(N)=O
9,-1.1,-6,13,-29,0,10,-6,-8,CN(Cc1nc(-c2cnccn2)no1)CC1CCN(Cc2ccccc2)CC1
-6,-0.4,10,0,17,0,3,1,0,CCC1(C)CC(C(N)=S)CCO1 (centres undefined)
2,-0.5,-2,-6,0,1,-10,8,2,O=C(CCC(=O)OCC(F)(F)C(F)F)Nc1ccccc1F
-2,0.4,1,-9,-4,5,9,0,2,Cc1ccc(NC(=O)c2ncn(CCCN3CCN(c4ncccn4)CC3)n2)cc1C
11,-0.8,3,-8,14,3,-16,10,5,CC(C)CN(C(=O)CN(C)CC(=O)Nc1ccccc1C#N)c1c(N)n(CC(C)C)c(=O)[nH]c1=O
-1,-0.9,3,8,9,0,-6,6,2,CSc1nc(C)cc(OCC(=O)n2nc(C)cc2C)n1
-1,0.1,-4,-11,3,5,9,-2,0,COc1ccc(CCN(C(=O)c2cccc(F)c2)C2CC(=O)N(c3ccccc3)C2=O)cc1 (centres undefined)

Next section:
CHRM5 PAM,CRFBP-R2 agonist,M5 antag,M4 antag,M4 PAM,CHRM4 agonist,CHRM1 antagonist,CHRM1 PAM,CHRM5 agonist,smiles
4,1.0,5,-1,8,2,0,6,1,C[C@H](CO)N1C[C@H](C)[C@@H](CN(C)C(=O)Nc2ccc(C(F)(F)F)cc2)Oc2c(NC(=O)CCC(F)(F)F)cccc2C1=O
-1,-0.3,12,-2,12,0,-10,12,0,CN(CC(=O)Nc1ccc(F)cc1)CC(=O)N1CCCC1
-3,-1.3,2,1,4,1,-5,12,-1,CC(C(=O)NCC1CCCO1)N(C(=O)c1snc(C(N)=O)c1N)c1cccc(F)c1 (centres undefined)
4,-0.4,-2,12,0,0,-3,-1,3,CCC1=[N+]([O-])C(C)(/C(C)=N\O)N(O)C1(C)C (centres undefined)
-1,-0.6,-2,0,11,1,-9,8,-6,COc1ccc(CCN(C)CCC(=O)Nc2ccc(C)cc2)cc1OC
-5,2.2,7,-12,-2,5,-18,13,-3,Cc1ccc(S(=O)(=O)NNC(=O)Nc2cccc(F)c2)c(C)c1
-4,0.0,13,-3,-4,0,-8,4,4,CC(C)NC(=O)CSc1nccc(-c2cccs2)n1
-8,0.1,4,-12,6,0,1,0,2,O=C(CSc1nc2ccccc2[nH]1)NC1CCS(=O)(=O)C1 (centres undefined)
2,-0.7,2,-7,-3,6,-18,5,1,CCN(CC(=O)Nc1ccccc1C(F)(F)F)C(=O)c1ccc2c(c1)NC(=O)C(C)S2 (centres undefined)
0,-0.5,-7,-2,5,0,-27,0,2,N#C/C(=C\c1ccc[nH]1)C(=O)NC1CC1
-8,-0.8,0,-1,5,2,0,6,-12,Clc1ccc(-c2nnc(NC3=NCCCCC3)o2)cc1
1,-1.0,6,-3,-1,1,-2,0,-2,O=C(NC1CCNCC1)C1CC1

Other records:
CHRM5 PAM,CRFBP-R2 agonist,M5 antag,M4 antag,M4 PAM,CHRM4 agonist,CHRM1 antagonist,CHRM1 PAM,CHRM5 agonist,smiles
-8,6.6,-8,-6,-6,0,-1,0,-1,CCOC(=O)c1cc(-c2ccccc2)sc1NC(=O)COC(=O)c1ccc(Cl)c(S(N)(=O)=O)c1
1,·,-7,-3,-1,1,·,·,0,CC1=C(C(=O)N2CCCCCC2)CC(CC(=O)NC2CCCCC2)C(=O)N1Cc1ccc(F)cc1 (centres undefined)
1,-0.4,6,-14,14,4,-28,8,0,Cc1ccc(-n2nc(C(=O)N3CCN(C)CC3)c3c4ccccc4n(C)c3c2=O)cc1
1,2.9,4,-2,3,0,-4,3,0,Cc1nc(CS(=O)(=O)c2ccccc2)cc(N2CCOCC2)n1
1,0.2,8,0,-5,0,-11,9,-3,O=C(NCCCNC(=O)c1ccc(Cl)cc1Cl)c1ccccn1
-8,-1.6,15,14,-9,2,-6,9,-9,CC(=O)Nc1ccc([N+](=O)[O-])c(CS(=O)(=O)c2ccc(C)cc2)c1[N+](=O)[O-]
-5,1.4,-4,3,-2,2,4,1,3,O=C(NC1CC1)c1sc2cc([N+](=O)[O-])ccc2c1Cl
-10,2.5,8,-8,-2,1,-2,6,-3,CCCN(CCC)CCNC(=S)Nc1ccc2nc3n(c(=O)c2c1)CCCCC3
0,1.7,3,-7,2,1,-7,6,-6,Nc1ncc(-c2ccccc2)n1CC1CCCO1 (centres undefined)
3,0.6,4,6,4,2,5,0,2,C[C@@]12CCC3[C@@](CCC4[C@@]3(C)CCC[C@@]4(C)C(=O)N3CCOCC3)(CC1=O)C2 (some centres undefined)
-5,2.3,4,-7,-6,0,4,-6,-2,Cc1ccc(-c2csc(NC(=O)CSc3nc(C)cs3)n2)cc1
-5,-0.6,2,-9,2,3,-5,4,0,O=C1CCC(=O)N1CNc1ccc(Oc2ccccc2)cc1

Reformatted with each value named: entries from further up
> Cc1nc(CS(=O)(=O)c2ccccc2)cc(N2CCOCC2)n1
- CHRM5 PAM = 1
- CRFBP-R2 agonist = 2.9
- M5 antag = 4
- M4 antag = -2
- M4 PAM = 3
- CHRM4 agonist = 0
- CHRM1 antagonist = -4
- CHRM1 PAM = 3
- CHRM5 agonist = 0

> O=C(NCCCNC(=O)c1ccc(Cl)cc1Cl)c1ccccn1
- CHRM5 PAM = 1
- CRFBP-R2 agonist = 0.2
- M5 antag = 8
- M4 antag = 0
- M4 PAM = -5
- CHRM4 agonist = 0
- CHRM1 antagonist = -11
- CHRM1 PAM = 9
- CHRM5 agonist = -3

Other structures follow:
CHRM5 PAM,CRFBP-R2 agonist,M5 antag,M4 antag,M4 PAM,CHRM4 agonist,CHRM1 antagonist,CHRM1 PAM,CHRM5 agonist,smiles
-4,0.9,-5,-11,-12,0,18,-13,-2,CCOC(=O)c1c(NC(=S)Nc2ccccc2)sc(C)c1C
1,-2.5,-4,0,-3,1,-18,12,2,CCOC(=O)c1sc(=S)n(C)c1NC(=O)c1ccc(OC)cc1
-2,6.9,5,1,-6,0,-12,5,0,COc1ccc(C2=NN(c3ccccc3)C(c3ccc(OC)c(OC)c3)C2)cc1 (centres undefined)
-8,-0.8,5,-3,-5,0,-4,0,-1,O=C1CC(NC23CC4CC(CC(C4)C2)C3)C(=O)N1c1ccc2c(c1)OCO2 (centres undefined)
2,0.1,-5,5,-8,0,-5,9,0,COC(=O)c1ccc(OC(=O)C23CCC(C)(C(=O)O2)C3(C)C)cc1 (centres undefined)
9,0.3,-4,0,1,0,5,3,2,C#CCOc1ccc(/C=C2\SC(=S)N(Cc3cccnc3)C2=O)cc1
6,-1.8,-3,2,-6,-1,-11,8,0,O=C(Nc1cccc(S(=O)(=O)N2CCCC2)c1)C1CCCN1C(=O)c1cccs1 (centres undefined)
1,0.5,-4,-2,2,-1,-16,8,-2,COc1ccccc1CNC(=O)C(c1ccccc1)c1ccccc1
-3,-1.1,1,7,-5,-1,-1,6,1,Cc1cc(NC(=O)c2ccc3c(c2)C(=O)N(C)C3=O)no1
-10,-0.1,7,2,-14,12,10,-5,9,O=C(NC(NC(=S)N1CCOCC1)C(Cl)(Cl)Cl)c1ccc(Cl)cc1 (centres undefined)
1,·,-5,10,-3,2,-14,4,1,OC[C@@H]1CN(Cc2ccc3c(c2)OCO3)C[C@H](n2cnc3c(N4CCOCC4)ncnc32)O1
0,6.2,12,-4,-1,0,-8,10,0,c1ccc(-c2ccc3nnnn3n2)cc1
11,-3.0,2,-2,4,0,-13,10,-4,Cc1cc(NC(=O)Cn2cnc3c(nnn3-c3cccc(F)c3)c2=O)no1
-1,-1.3,1,0,-4,1,-6,8,-1,Cc1ccc(N2CC(C(=O)OCC(=O)C(C)(C)C)CC2=O)cc1 (centres undefined)

From PubChem BioAssay
